D2 antagonist: D2 dopamine receptor (human) antagonism; HEK293 TREx D2 cells, calcium flux, dopamine EC80; 2% of 340,000 active; P14416; AID 485344; inhibition, % at 10 µM; in the data active = inhibition above about 30%; also: 0% is about no effect
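Dopamine at EC80 is the agonist stimulus; test compounds precede it by 180 s. Calcium flux read kinetically in a force-coupled, inducible HEK293 T-REx D2 cell line.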
D1 potentiator: enhances dopamine response at the human D1 receptor; P21728; HEK293 TREx D1 cells, calcium flux, dopamine EC20 potentiation; potentiation, % at 10 µM; 0.036% of 360,000 active; AID 504651; in the data active = potentiation above about 30%; also: 0% is about no effect
D2 PAM: positive allosteric modulators of human D2 dopamine receptor; P14416; HEK293 T-REx D2, calcium flux, EC20 dopamine potentiation; potentiation, % at 10 µM; 0.34% of 340,000 active; AID 485347;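 active = potentiation over 3 SD above the plate norm, cut at about 30% in these data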; also: 0% is about no effect
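Tetracycline-induced Hek293 Trex D2 cells, force-coupled to calcium, loaded with no-wash calcium dye. Compound added with 180 s kinetic read for agonism, then EC20 dopamine and a further 180 s read for potentiation.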
D1 antag: antagonists of human D1 dopamine receptor. P21728. HEK293 TREx D1 cells, calcium flux, dopamine EC80; hits give low values. activity change, negative = inhibition, % at 10 µM. 3.2% of 360,000 active; in the data active = activity change below about -30%; also: % is scaled to controls: 0 for no effect and ±100 for the full control effect
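Compound effects on dopamine-evoked calcium signalling were measured in tetracycline-induced HEK293 Trex D1 cells. Dopamine at EC80 followed a 180 s compound pre-read, and fluorescence was tracked kinetically for 180 s more.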
D1 ag: human D1 receptor agonism; P21728; HEK293 T-REx D1 cells, calcium flux, agonist mode; activation, % at 2 µM; 1% of 360,000 active; also: 0% is about no effect
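Agonism was scored from calcium flux recorded over 180 s (1 read/s) after pintool compound addition, following a 10-cycle baseline. Cells were inducible force-coupled HEK293 TREx D1, plated overnight at 30 C and loaded with no-wash calcium dye.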
TRHR agonist: agonists of human TRH receptor; P34981; TRHR cells, calcium flux fluo-8, FDSS agonist mode; 0.18% of 360,000 active; activation, % at 2 µM; also: 0% is about no effect
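Steps: seed TRHR cells overnight; add fluo-8 no-wash Ca dye, RT 30 min–1.5 h; record 10 s baseline; pin-transfer compounds; monitor fluorescence 1 cycle/s for the agonist window. Calcium increases flag candidate agonists.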
TRHR PAM: TRH receptor (human) allosteric enhancement; enhancement, % at 2 µM; 0.66% of 360,000 active; TRHR cells, fluo-8 calcium fluorescence, EC20 TRH enhancement; in the data active = enhancement above about 30%; also: 0% is about no effect
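Enhancer read-out: after compound pinning and an initial kinetic agonist-mode read, an EC20 of TRH (10 nM final) was injected and fluo-8 calcium signal (Ex 480/Em 530) followed at 1 s/cycle for 100 cycles in TRHR-expressing cells.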
D2 ag: activates the human D2 dopamine receptor | P14416 | HEK293 T-REx D2 cells, calcium flux agonist mode | activation, % at 2 µM | 0.53% of 340,000 active;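 active = activation over 3 SD above normal in the single-dose calcium agonist read, cut at about 30% in these data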; also: 0% is about no effect
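Agonism scored from kinetic calcium signal (1 read/sec, 180 s) following compound pin transfer, after a 10 s baseline. Cells: HEK293 Trex line expressing inducible D2 receptor coupled to calcium, dye-loaded after overnight culture at 30 C.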
RXFP1 antagonist: antagonists of human relaxin receptor RXFP1 | Q9HBX9 | 0.59% of 350,000 active | HEK293-RXFP1, relaxin-stimulated cAMP HTRF, 30 min; hits give low values | activity change, negative = inhibition, % at 57.5 µM | AID 1259400;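 active = activity change of -60% or lower, but not beyond a set lower limit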; also: % is scaled to controls: 0 for no effect and ±100 for the full control effect
Target sequence (Q9HBX9 whole entry, looked up): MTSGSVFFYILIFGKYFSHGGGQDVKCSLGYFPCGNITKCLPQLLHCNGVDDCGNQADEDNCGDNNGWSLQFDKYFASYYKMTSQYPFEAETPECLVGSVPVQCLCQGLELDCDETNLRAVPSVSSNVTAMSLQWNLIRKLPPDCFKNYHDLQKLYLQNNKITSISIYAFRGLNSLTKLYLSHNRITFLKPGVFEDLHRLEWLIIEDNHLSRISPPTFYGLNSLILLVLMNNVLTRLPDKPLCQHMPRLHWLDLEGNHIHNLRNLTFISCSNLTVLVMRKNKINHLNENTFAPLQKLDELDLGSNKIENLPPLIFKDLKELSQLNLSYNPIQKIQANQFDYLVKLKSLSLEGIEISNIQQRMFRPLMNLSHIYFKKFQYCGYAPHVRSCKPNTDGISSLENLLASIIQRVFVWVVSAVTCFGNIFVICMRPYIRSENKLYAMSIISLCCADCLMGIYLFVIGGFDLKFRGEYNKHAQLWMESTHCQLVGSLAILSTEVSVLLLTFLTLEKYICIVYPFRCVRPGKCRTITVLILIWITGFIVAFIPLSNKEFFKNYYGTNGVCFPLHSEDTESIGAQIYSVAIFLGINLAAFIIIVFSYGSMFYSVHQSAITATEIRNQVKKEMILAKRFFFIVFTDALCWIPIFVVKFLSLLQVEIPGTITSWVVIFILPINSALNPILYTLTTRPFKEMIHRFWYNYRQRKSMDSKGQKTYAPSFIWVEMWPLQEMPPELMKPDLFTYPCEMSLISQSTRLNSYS
* marks the source's active call; other numbers are inactive results; x = no result given. Rule as the data show it, unless noted: active = activation above about 30%; inactive = the rest.

SMILES	D2 antagonist	D1 potentiator	D2 PAM	D1 antag	D1 ag	TRHR agonist	TRHR PAM	D2 ag	RXFP1 antagonist
COc1cc2c(cc1OC)C(NC(=O)C(F)(F)F)C/C2=N\O (stereo unspecified)	3	2	-5	1	2	0.2	-2	2.6	12
COc1ccc(N2CCN(C(=O)Cn3nnc(-c4ccccc4N)n3)CC2)cc1	-3	-1	-2	8	0	-0.4	-2	-0.1	-4
COc1ccccc1CNC(=O)C1CCC(CNc2c(N3CCOCC3)c(=O)c2=O)CC1 (stereo unspecified)	-16	17	6	-10	-2	-0.1	5	0.4	x
CC(C)CCNC(=O)c1ccc2c(SCC(=O)O)c3c(nc2c1)CCCC3	x	-8	x	20	2	-0.7	20	x	-6
O=C(O)c1ccc(-n2c(-c3cc(C4CC4)[nH]n3)n[nH]c2=S)cc1	-14	-3	-1	2	2	0.1	2	0.3	-17
Cc1ccc(-c2nc(Nc3cccc(O)c3)c3ccccc3n2)cc1	-5	-14	-2	-30*	7	2.9	7	2.1	-8
O=C(Nc1nnc(C2CCCO2)s1)c1ccc(Br)cc1 (stereo unspecified)	-7	5	-2	-2	0	-0.4	21	0.0	2
Cc1ccc(N(Cc2cc3ccccc3[nH]c2=O)C(=O)c2ccco2)c(C)c1	9	-2	0	5	0	-1.9	-3	-0.4	-6
Nc1nnc(SCC(=O)Nc2nccs2)s1	5	-5	-5	-43*	1	1.4	-3	1.8	-1
Cc1ccccc1NC(=O)CCN1C(=O)c2ccccc2Sc2ncccc21	x	-2	4	0	2	-0.2	-1	x	1
CCN(CC)C(=O)c1[nH]cnc1C(=O)NCCCCCNC(=O)OC(C)(C)C	-12	-1	-5	3	0	-0.1	5	0.0	x
S=C(NCc1ccc(Cl)cc1)Nc1ccccc1Cl	6	5	7	-4	5	-1.4	4	-0.5	-12
CC(=O)Nc1ccc2c(c1)C(=O)N(c1cccc3ccccc13)C2=O	-12	-1	14	-1	6	0.2	-9	0.1	6
Cn1c(NC(=O)/C=C/c2ccco2)cc(=O)n(C)c1=O	4	8	-5	-19	1	0.4	2	-0.4	30
Cc1ccc(CN(C(=O)C(F)(F)F)C(C(=O)NC2CCCCC2)c2ccco2)cc1 (stereo unspecified)	9	-1	2	6	2	-0.8	-5	-1.1	-15

Sorted by length of the SMILES (low to high): five of the compounds above
SMILES	D2 antagonist	D1 potentiator	D2 PAM	D1 antag	D1 ag	TRHR agonist	TRHR PAM	D2 ag	RXFP1 antagonist
COc1cc2c(cc1OC)C(NC(=O)C(F)(F)F)C/C2=N\O (stereo unspecified)	3	2	-5	1	2	0.2	-2	2.6	12
CC(=O)Nc1ccc2c(c1)C(=O)N(c1cccc3ccccc13)C2=O	-12	-1	14	-1	6	0.2	-9	0.1	6
Cc1ccc(N(Cc2cc3ccccc3[nH]c2=O)C(=O)c2ccco2)c(C)c1	9	-2	0	5	0	-1.9	-3	-0.4	-6
COc1ccccc1CNC(=O)C1CCC(CNc2c(N3CCOCC3)c(=O)c2=O)CC1 (stereo unspecified)	-16	17	6	-10	-2	-0.1	5	0.4	x
Cc1ccc(CN(C(=O)C(F)(F)F)C(C(=O)NC2CCCCC2)c2ccco2)cc1 (stereo unspecified)	9	-1	2	6	2	-0.8	-5	-1.1	-15

Continuation:
SMILES	D2 antagonist	D1 potentiator	D2 PAM	D1 antag	D1 ag	TRHR agonist	TRHR PAM	D2 ag	RXFP1 antagonist
CCc1ccc2oc(C(=O)Nc3ccccc3C(=O)OC)cc(=O)c2c1	x	1	-3	-17	3	-0.4	9	-0.4	3
COC(=O)c1ccc(Cn2c(SCc3ccc(F)cc3)nc3ccncc32)cc1	x	-3	5	9	-1	-0.2	-7	-0.5	-39
Cc1ccc(OCCC(=O)OC(C)C(=O)NC2CC2)cc1 (stereo unspecified)	-16	-5	11	8	5	1.2	10	0.4	22
COc1ccc(NC(=O)N2CCOc3ccc(Cl)cc32)cc1	x	-2	-19	1	1	0.4	-9	0.3	-8
COc1ccc(NC(=O)C2CCN(c3ccc(Sc4ccc(C)cc4)nn3)CC2)c(OC)c1	x	0	5	-10	-2	-1.2	8	0.0	x
COCCN(C(=O)COC(=O)CCc1c[nH]c2ccccc12)c1c(N)n(Cc2ccccc2)c(=O)[nH]c1=O	2	3	13	-16	0	1.0	0	-0.1	-4
COc1ccc(-c2coc3c2c(C)cc2oc(=O)c(CC(=O)O)c(C)c23)cc1	x	2	-7	2	8	0.0	-3	3.8	-20
CC(=O)c1cccc(NC(=O)c2ccc(OCc3c(C)noc3C)cc2)c1	-5	4	8	2	7	0.9	7	0.8	2
N#Cc1ccc(Cn2c(-c3ccc(F)cc3)noc2=O)cc1	2	-17	-15	-16	8	-0.4	5	0.2	-2
CCOC(=O)C1=C(C)N=c2s/c(=C/c3ccc(OCC(=O)O)cc3)c(=O)n2C1c1ccc(F)cc1 (stereo unspecified)	x	-6	x	-13	2	0.7	-5	x	-9
CCN(C(=O)C(NS(=O)(=O)c1cccc2nsnc12)c1ccccc1)c1ccccc1 (stereo unspecified)	x	4	-7	0	-1	-0.8	-8	0.3	-1
CN(Cc1ccccc1)c1nc(-c2ccc(F)cc2)cc(C(F)(F)F)n1	x	2	13	10	7	2.6	-1	-3.2	-8
CCNC(=S)N1CCCC(C(N)=O)C1 (stereo unspecified)	-4	-3	-4	6	1	0.6	-3	1.3	5
CC(=O)Nc1ccc(Oc2ccc3c(c2)C(=O)NC3=O)cc1	-10	-4	1	-18	4	1.1	3	0.2	5
CCOCC(=O)NCc1ccc2c(c1)cc(C)n2C	-1	-10	-2	-38*	1	0.9	14	0.6	-74*
CCc1nn(C(C)C(=O)NCCN2CCCCCC2)c(=O)c2cc3occc3n12 (stereo unspecified)	6	-4	-12	37	3	-0.1	0	0.2	-6
COc1ccccc1CN1CC(C(=O)NCCn2nc(C)cc2C)CCC1=O (stereo unspecified)	-3	8	3	-9	3	0.4	-3	1.0	5
O=c1c(C/C=C/c2ccccc2)c(O)ccn1CCc1c[nH]c2ccccc12	8	3	5	x	0	-0.9	2	-0.9	-9
Cc1nc(SCC(=O)N2CCN(c3ccccc3)CC2)n[nH]1	-7	-7	-8	-4	2	0.4	1	0.4	7
N#Cc1cnn2ccc(-c3ccc4c(c3)CCC4)nc12	9	-8	-5	-31*	0	-1.2	-8	0.4	17
CC(=O)Nc1cc2c(ccc3ccccc32)oc1=O	8	-2	x	7	0	-0.8	0	-0.3	4
Nc1cc(-c2ccco2)no1	1	0	0	-1	2	1.1	5	0.7	-4
Cc1ccc(NC(=O)CN2CCN(C(=O)c3ccco3)CC2)cc1	x	-4	x	-6	-2	0.5	1	x	-15
CCN(CC)C(=O)CSc1nc(O)c(Cc2ccccc2)c(=O)n1-c1ccccc1	x	0	x	7	0	0.3	-10	x	-3
CC1CCN(c2c(NCC3CCC(C(=O)NCc4ccc(F)cc4)CC3)c(=O)c2=O)CC1 (stereo unspecified)	0	-1	10	13	0	0.0	-3	-0.3	-9
COc1ccc(N(C(=O)Cn2nnc(-c3ccc(Cl)cc3)n2)C(C(=O)NCC2CCCO2)c2ccncc2)cc1 (stereo unspecified)	12	12	-11	-8	0	-0.4	3	0.1	-8
Cc1ccc(OCCC(=O)OCC(=O)c2c(N)n(CC(C)C)c(=O)n(C)c2=O)cc1	15	x	-1	-5	15	0.5	5	-0.1	-1
CCc1nc(-c2ccc(C)nc2OC)no1	-10	1	3	-6	-2	0.1	1	0.9	-2
COc1cccc(-c2ccc3c(N)c(C(=O)Nc4cc(C(F)(F)F)ccc4OC)sc3n2)c1	x	-1	-11	-35*	4	-0.9	0	-1.9	x
CC(=O)Nc1ccc(OCC(=O)N(CC(C)C)C2CCS(=O)(=O)C2)cc1 (stereo unspecified)	-27	1	-8	4	3	0.8	6	1.7	-6
COc1ccc(CN2CC(C(=O)NCCCOC(C)C)CC2=O)cc1 (stereo unspecified)	2	-2	1	3	2	0.2	-3	0.2	1
CCc1nc(SCc2cccnc2)[nH]c(=O)c1C	1	-4	7	-3	2	-1.6	6	-0.3	-6
CC1=C(C(=O)OCC2CCCCC2)C(c2ccc(O)cc2)NC(=O)N1 (stereo unspecified)	-15	-5	-2	-1	2	0.4	-4	0.0	-12
COc1cccc(C(=O)Nc2sc(C(C)C)cc2C(N)=O)c1OC	2	-4	14	12	1	-0.7	4	-0.4	8
Cc1ccc(C)c(-n2cc(-c3ccc(Cl)cc3)nc2SCC(=O)NC2CCS(=O)(=O)C2)c1 (stereo unspecified)	-2	9	1	17	3	-0.3	4	-0.9	-19
Cc1[nH]nc2c1C(c1ccc(N(C)C)cc1)C1=C(CC(C)(C)CC1=O)N2 (stereo unspecified)	15	-3	0	x	-1	0.5	-3	-0.1	-24
Cc1ccc(S(=O)(=O)NC(=O)c2ccccc2F)cc1	-6	5	1	10	2	0.8	2	0.1	6
Cc1ccccc1OCc1ccc(-c2nc(C#N)c(NCc3cccnc3)o2)o1	x	-2	3	-17	-1	1.1	-16	3.9	13
CC(=O)N1CCN(C(=S)NCc2ccccc2)CC1	4	-2	-14	3	3	0.4	-1	-0.2	1
O=C1N(Cc2cccnc2)C[C@@H]2C[C@@H](c3ccc4nsnc4c3)N3CCC[C@@]123	2	3	5	2	0	-0.5	-3	0.4	-6
CCCCNC(=O)Nc1ccccc1CC	-8	-1	-5	-13	1	0.6	-3	-1.4	5
Cc1ccc2nc(NC(=O)CSc3nc4c(c(=O)n3C)SC(C)C4)sc2c1 (stereo unspecified)	-3	4	32*	7	16	0.0	-3	0.3	-17
Cn1c(N)c(C(=O)c2ccc(C#N)cc2)c(=O)n(C)c1=O	8	-9	8	-1	0	0.4	0	0.5	-8
Cc1c(C(=O)NCC2CCCO2)sc2nc(-c3ccc(F)cc3)cn12 (stereo unspecified)	5	-5	-23	-1	2	-0.2	4	1.5	0
O=S(=O)(c1ccc(Cl)cc1)c1snnc1-c1ccccc1	-13	-3	4	-19	7	-0.4	-3	-0.4	4

By substructure: those above with a thiophene ring, fused or not.
SMILES	D2 antagonist	D1 potentiator	D2 PAM	D1 antag	D1 ag	TRHR agonist	TRHR PAM	D2 ag	RXFP1 antagonist
COc1cccc(-c2ccc3c(N)c(C(=O)Nc4cc(C(F)(F)F)ccc4OC)sc3n2)c1	x	-1	-11	-35*	4	-0.9	0	-1.9	x
COc1cccc(C(=O)Nc2sc(C(C)C)cc2C(N)=O)c1OC	2	-4	14	12	1	-0.7	4	-0.4	8

Further entries:
SMILES	D2 antagonist	D1 potentiator	D2 PAM	D1 antag	D1 ag	TRHR agonist	TRHR PAM	D2 ag	RXFP1 antagonist
O=C(COC(=O)c1ccc(S(=O)(=O)C(F)F)cc1)NC(=O)NC1CCCCC1	28	-2	-3	-12	3	-0.3	-8	0.1	1
CC(=O)Nc1cccc(N/C=C(\C=O)c2nc3ccccc3o2)c1	4	-2	10	2	2	-0.2	-12	0.6	0
COC(=O)C(C)Sc1ccc2nnc(CCNS(=O)(=O)c3ccccc3)n2n1 (stereo unspecified)	37*	-1	7	-3	3	-0.8	-27	-0.7	1
Cc1cccc(CCN(CC(=O)NCc2ccc(F)cc2)C(=O)c2csnn2)c1	4	-4	-2	-6	4	-0.6	-5	-0.7	7
CCCCC1CCC(C(=O)N2CC(=O)Nc3ccc(Br)cc3C2c2ccc(F)cc2)CC1 (stereo unspecified)	x	2	16	1	8	-0.3	-3	-0.9	-26

Assay outcomes as filed in PubChem.
